KCNH2 3.1 inh – qHTS for Inhibitors of KCHN2 3.1: Mutant qHTS; Potassium voltage-gated channel subfamily H member 2, brain isoform KCNH2 3.1 (human); U2OS KCNH2 3.1, thallium flux FluxOr; stronger effect = lower value; activity change, % (tested at about 1.8 µM); hit rate 0.95% among 340,000; AID 720553, 2013;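 active = maximum activity change below -70%; inconclusive = maximum activity change from -70% to -50%; inactive = maximum activity change above -50%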;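 also: thallium influx rate constant from kinetic fluorescence after stimulation buffer; % is scaled to controls: 0 for no effect and ±100 for the full control effect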
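Channel expression came from 3.1 mutant virus (1.77 x 10^8 /mL) applied to suspended U2OS cells for 4 h. Flux was tracked with FluxOr dye plus Red40 quencher, and kinetic rate constants normalized to controls.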
KCNH2 WT inh – qHTS for Inhibitors of KCHN2 3.1: Wildtype qHTS | U2OS, BacMam KCNH2, thallium flux FluxOr; stronger effect = lower value | AID 720551, 2013 | activity change, % at 1.84 µM | Voltage-gated inwardly rectifying potassium channel KCNH2 (Homo sapiens), Q12809 | hit rate 0.37% among 340,000;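 active = maximum activity change below -70%; inconclusive = maximum activity change between -70% and -50%; inactive = maximum activity change above -50%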; also: % is scaled to controls: 0 for no effect and ±100 for the full control effect
Target sequence (Q12809 whole entry, looked up): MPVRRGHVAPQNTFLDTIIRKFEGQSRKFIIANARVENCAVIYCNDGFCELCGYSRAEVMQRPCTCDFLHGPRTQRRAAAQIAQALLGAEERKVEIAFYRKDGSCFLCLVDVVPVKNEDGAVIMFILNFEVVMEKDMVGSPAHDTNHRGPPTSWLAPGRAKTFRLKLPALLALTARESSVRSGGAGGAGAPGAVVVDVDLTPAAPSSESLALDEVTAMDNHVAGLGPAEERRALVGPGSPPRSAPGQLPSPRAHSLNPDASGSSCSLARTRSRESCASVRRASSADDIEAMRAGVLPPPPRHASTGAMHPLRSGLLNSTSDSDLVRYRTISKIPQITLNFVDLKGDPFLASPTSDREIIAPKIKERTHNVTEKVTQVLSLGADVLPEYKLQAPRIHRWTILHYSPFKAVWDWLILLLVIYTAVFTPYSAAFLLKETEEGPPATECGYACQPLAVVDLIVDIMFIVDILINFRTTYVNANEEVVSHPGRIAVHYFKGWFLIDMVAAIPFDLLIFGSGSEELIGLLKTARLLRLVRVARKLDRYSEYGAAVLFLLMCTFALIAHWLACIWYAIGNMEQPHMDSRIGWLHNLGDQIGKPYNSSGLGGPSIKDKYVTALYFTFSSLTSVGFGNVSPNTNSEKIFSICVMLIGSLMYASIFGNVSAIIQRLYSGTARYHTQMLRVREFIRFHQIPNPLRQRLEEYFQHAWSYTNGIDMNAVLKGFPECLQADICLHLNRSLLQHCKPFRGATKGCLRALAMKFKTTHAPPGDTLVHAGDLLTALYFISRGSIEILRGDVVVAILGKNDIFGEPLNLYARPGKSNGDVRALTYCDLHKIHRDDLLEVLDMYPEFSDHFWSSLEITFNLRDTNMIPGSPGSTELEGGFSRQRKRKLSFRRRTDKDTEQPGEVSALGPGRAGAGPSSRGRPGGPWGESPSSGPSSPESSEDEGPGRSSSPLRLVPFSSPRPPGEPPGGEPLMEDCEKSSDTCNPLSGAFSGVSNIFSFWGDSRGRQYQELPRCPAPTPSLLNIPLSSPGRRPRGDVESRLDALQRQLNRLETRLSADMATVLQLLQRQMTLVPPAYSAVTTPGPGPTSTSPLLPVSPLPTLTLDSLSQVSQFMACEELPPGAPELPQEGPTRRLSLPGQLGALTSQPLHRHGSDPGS
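U2OS cells were transduced with wild-type KCNH2 virus (2.03 x 10^8 / mL) for 4 h at room temperature, then cultured overnight at 37 C. Thallium flux was read with FluxOr dye. Rate constants were normalized to DMSO controls.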
TCR act – Activators of T cell receptors: qHTS campaign. primary human leukocytes, anti-CD3, IL-2 HTRF, 48 h. Potency, µM (highest dose often 9.22 µM), inactives show at the highest dose activation of IL-2 secretion, most hits filed as activators. 330,000 tested, under 10 active; active = well fitted activation curve with a large enough effect; inconclusive = small, poorly fitted or top-dose-only effect, or another doubt; inactive = no such curve, though single readings can be large or run the other way; also: % of control where 0% means no effect
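IL-2 release read by HTRF sandwich (Eu cryptate donor, d2 acceptor, 665 nm emission) after 48 hr exposure of primary human leukocytes to compound together with anti-CD3 beads in the absence of co-stimulatory signals.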
Active calls of the source: *; ? = inconclusive.

Fields: KCNH2 3.1 inh, KCNH2 WT inh, TCR act
> COC(=O)/C=C/c1cc(F)ccc1S(=O)(=O)NC(C)(C)C
    7, 6, -50%
> CCOC(=O)N1CCN(C(=O)C2CCCN(c3ncnc4c3sc3cccc(F)c34)C2)CC1 (stereo not given)
    -4, -7, -1%
> COc1ccc(S(=O)(=O)N/N=C(/C)c2ccc(C)o2)cc1
    -1, -1, -5%
> CC(=O)Nc1c(Cl)cc2c(c1Cl)C(=O)c1ccccc1-2
    -8, 4, 0%
> CNC(=O)c1cc2cc(Cl)cc(OC)c2oc1=O
    -17, 0, -11%
> COc1ccc(NS(=O)(=O)c2cc(NC(=O)C(CC(C)C)NC(N)=O)ccc2N2CCOCC2)cc1 (stereo not given)
    -4, -3, 4%
> NC(=S)NN=C1CCCCC12CCCC2
    3, 1, -4%
> CC1CCN(C(=O)CCCl)c2ccccc21 (stereo not given)
    -1, 6, 2%
> O=C1c2ccccc2C(=O)c2c1cccc2N1CCN(C/C=C/c2ccccc2)CC1
    ?, -42, -12%
> CC[C@@H](C)[C@H](C(CC(=O)N1CCCC1[C@@H](OC)[C@H](C)C(=O)N[C@H](Cc1ccccc1)c1nccs1)OC)N(C)C(=O)[C@H](NC(=O)[C@@H](C(C)C)N(C)C)C(C)C (stereo not given in full)
    -2, -1, 2%
> CCN(C(=O)COC(=O)CCOc1ccc(C(C)(C)C)cc1)c1c(N)n(Cc2ccccc2)c(=O)[nH]c1=O
    -2, -1, 0%
> CCC1(C2=CCCCC2)C(=O)NC(=S)N=C1N (stereo not given)
    3, -2, 13%
> Cc1c(/C(O)=C2/C(=O)C(=O)N(CCN3CCOCC3)C2c2ccco2)cnn1-c1ccccc1 (stereo not given)
    1, -1, -3%
> O=C(O)C1=C[C@@H](C2CC2)C[C@@H](OCCCCO)O1
    2, -5, 4%
> CC(C)(C)c1nnc(NS(C)(=O)=O)s1
    27, 10, 5%
> O=C(NC1CC1)c1ccc(NC(=O)C2CCCCC2)cc1
    10, 20, -2%
> COC(=O)C1=C(CCc2ccccc2)NC(=O)NC1c1ccc(Cl)cc1 (stereo not given)
    11, 4, -7%
> COC(=O)C1C(OC)=CC(=O)C2CCCCC21 (stereo not given)
    11, -10, -1%
> CC(C)(C)S(=O)N1Cc2cc(CO)cc(-c3ccccc3)c2[C@H]1CCO (stereo not given in full)
    -7, 0, -9%
> C=CCN(CC=C)CC(=O)Nn1c(C)ccc1C
    1, 4, 7%
> COC(=O)C1=C(C(=O)OC)[C@@H]2N(Cc3ccccc3)c3ccccc3[C@@]23C[C@@H](C(=O)OC)N(C(=O)NC(C)(C)C)C3=N1
    1, 8, 3%
> CN(CCc1ccccc1)C(=O)c1cccc(NC(=O)Cc2cccc(NC(=O)C3CCCN(C(=O)c4ccccc4)C3)c2)c1 (stereo not given)
    30, 1, -1%
> CN(CCc1ccccn1)c1ccccc1
    -6, -3, -7%
> O=C(NC1CCCCC1)c1ccc(-c2ccccc2)cc1
    -12, 3, -3%
> COc1ccc(C2/C(=C(/O)c3ccc(F)cc3)C(=O)C(=O)N2CCCN(C)C)cc1 (stereo not given)
    10, -2, 0%
> C[C@]12C(=O)N(c3ccc(Cl)cc3)C(=O)N1[C@@H]1c3ccccc3OC[C@@H]1[C@H]2c1ccccc1
    -6, -2, -2%
> Cc1cc2c(cc(C(=O)OC(C)C(=O)NCc3ccccc3)n2C)o1 (stereo not given)
    -8, 4, 1%
> NC(=O)NN=C1CC2CC1C1C=CCC21 (stereo not given)
    6, -5, 3%
> Cc1cccc(C=NOCCc2ccccc2)n1
    4, -3, -7%
> CCOC(=O)N1CCN(S(=O)(=O)c2ccc3c(c2)NC(=O)CO3)CC1
    15, 12, 7%
> CSCCC(NS(=O)(=O)c1ccc(C)cc1)C(=O)N(C)CC(=O)Nc1ccccc1Br (stereo not given)
    6, 4, -1%
> O=C(O)c1cc(=S)nc[nH]1
    -11, 1, 2%
> O=C(c1cccc(S(=O)(=O)N2CCN(c3ccc(F)cc3)CC2)c1)N1CCN(c2ccccc2O)CC1
    15, 3, 0%
> COC(C[C@@H](O)C[C@@H](O)[C@H](C)OCc1ccccc1)OC
    11, 31, -5%
> CC(OC(=O)c1cccc(S(=O)(=O)N(C)C)c1)C(=O)NCC(=O)Nc1ccc(F)c(F)c1F (stereo not given)
    15, -8, -6%
> Cc1ccc(C2=NOC(C)(c3sc(-c4ccc(Cl)cc4)nc3C)C2)cc1 (stereo not given)
    -5, -1, -2%
> C[C@@H]1CN([C@@H](C)CO)C(=O)c2cc(NS(C)(=O)=O)ccc2O[C@@H]1CN(C)Cc1ccc(C(F)(F)F)cc1
    -11, 3, 7%
> COCCN1C(=O)N[C@@H](CCc2ccccc2)[C@@H](C(=O)OC)[C@H]1C
    -7, 2, -6%
> CCOc1ccc(NC(=O)N(O)C2(C#N)CCCCC2)cc1
    -5, 5, -7%
> CCn1ncc(C(=O)Nc2ccc(F)cc2)c1C
    3, 3, -5%
> O=C(NC(C(=O)c1ccccc1)c1ccccc1)c1ccccc1 (stereo not given)
    -10, -1, -32%
> C[C@H](CO)N1C[C@H](C)[C@@H](CN(C)C(=O)NC2CCCCC2)Oc2ccc(NC(=O)C3CC3)cc2C1=O
    15, -9, -3%
> CCCCN1CC(COCc2ccccc2)Oc2cccc(Oc3cc(C)c(C)c(C)c3)c2S1(=O)=O (stereo not given)
    -37, 3, 8%
> COC(=O)C[C@H]1c2cc(C(F)(F)F)ccc2S(=O)(=O)N1Cc1ccccc1
    11, 8, -7%
> C=CCn1ccc(=O)nc1SC
    -12, 3, 9%
> Cc1cccc(CN2CCN(CC(=O)NCc3ccc(F)cc3)C2=O)c1
    -2, 9, 3%
> Cc1ccc(C(=O)Nc2ccccc2Oc2ccccc2)o1
    -10, -6, 2%
> Cc1[nH]nc(C(=O)NN=Cc2ccccc2Cl)c1N=NN(C)C
    1, -9, -2%
> CCC1(O)CCCC2C3CCC4CC(=O)CCC4(C)C3C(=O)CC21C (stereo not given)
    3, 12, 9%
> Cc1ccc(C(=O)NCCCN2CCN(CCCNC(=O)c3ccc(C)cc3)CC2)cc1
    -6, 22, 6%
> Cc1ccc(S(=O)(=O)N2CCN(C(=O)COC(=O)c3ccccc3OC(F)F)CC2)c(C)c1
    13, -3, 0%
> C#CCN(C[C@@H](CC(C)C)NC(=O)OC(C)(C)C)S(=O)(=O)c1ccc(Br)cc1F
    -18, 11, -9%
> CC[C@@H](NC(=O)Cn1cc(C)c(=O)[nH]c1=O)c1ccccc1
    4, -6, -7%
> Cc1c(C)c([N+](=O)[O-])c(C)c(C)c1N
    10, -8, -1%
> CC(NC(=S)NC(=O)c1ccccc1)c1ccccc1 (stereo not given)
    -13, 6, -2%
> O=C(NC(Cc1ccccc1)C(=O)N1CCN(S(=O)(=O)c2ccccc2)CC1)c1ccccc1 (stereo not given)
    -11, -6, -30%
> Cc1c(Cl)cccc1NC(=O)CC(NCCN1CCOCC1)C(=O)O (stereo not given)
    -3, 0, 12%
> CC(=NO)C1CCC2C3CCC4=CC(=NO)CCC4(C)C3C(=O)CC12C (stereo not given)
    -3, 3, -5%
> CC(=O)c1ccc(S(=O)(=O)N2CCN(c3nc4c(C)c(C)ccc4cc3C#N)CC2)cc1
    2, -15, 1%
> Cc1ccc(OCC(=O)Oc2ccccc2[N+](=O)[O-])cc1
    2, -5, -4%

Arranged by molecular weight (rising): six of the compounds above
Fields: KCNH2 3.1 inh, KCNH2 WT inh, TCR act
> CCn1ncc(C(=O)Nc2ccc(F)cc2)c1C
    3, 3, -5%
> Cc1ccc(C(=O)Nc2ccccc2Oc2ccccc2)o1
    -10, -6, 2%
> CC[C@@H](NC(=O)Cn1cc(C)c(=O)[nH]c1=O)c1ccccc1
    4, -6, -7%
> CC(=NO)C1CCC2C3CCC4=CC(=NO)CCC4(C)C3C(=O)CC12C (stereo not given)
    -3, 3, -5%
> C#CCN(C[C@@H](CC(C)C)NC(=O)OC(C)(C)C)S(=O)(=O)c1ccc(Br)cc1F
    -18, 11, -9%
> CCCCN1CC(COCc2ccccc2)Oc2cccc(Oc3cc(C)c(C)c(C)c3)c2S1(=O)=O (stereo not given)
    -37, 3, 8%

The results go on.
Fields: KCNH2 3.1 inh, KCNH2 WT inh, TCR act
> O=C(NC1(C(=O)O)CCCC1)c1ccccc1
    13, 0, 6%
> Clc1ccccc1NCSC1=NCCS1
    -13, -2, 3%
> CCOC(=O)[C@H](CCc1ccccc1)N[C@@H](C)C(=O)N1[C@H](C(=O)O)C[C@@H]2CCC[C@@H]21
    -4, 13, 3%
> O=[N+]([O-])c1cccc(COc2ccc(CN3CCOCC3)cc2)c1
    7, 9, 6%
> CCCC(=O)Nc1cc(OC)c(NC(=S)Nc2ccc(CC)cc2)cc1OC
    1, 26, -217%
> CCOC(=O)c1oc2cc(O)cc(C)c2c1C
    4, 11, -5%
> CCOc1ccc(NC(=O)CN(C)C(=O)c2ccc(OCC(=O)N3CCOCC3)c(OC)c2)cc1OCC
    -1, 3, -3%
> Nc1cccnc1Sc1ccccc1
    0, -1, -8%
> COc1ccc(NC(=O)CC(=O)Nc2ccc(OC)cc2)cc1
    18, 0, -5%
> CC(OC(=O)CCNS(=O)(=O)c1ccccc1)C(=O)Nc1ccc(S(=O)(=O)N2CCCCC2)cc1 (stereo not given)
    17, -10, 5%
> OC(CN1CCCCC1)c1ccc2c3c(cccc13)CC2 (stereo not given)
    -7, 2, 5%
> COCCn1c(SCC(=O)NCC(c2ccccc2)N(C)C)nc2sc3c(c2c1=O)CCC3 (stereo not given)
    -2, 10, -4%
> CCOC(=O)CCN(C(=S)Nc1ccccc1)C1CCCCC1
    3, -3, 0%
> COc1ccc(C2=NOC(C3(S(=O)(=O)c4ccccc4)CC(O)C3)C2)cc1 (stereo not given)
    15, -42, 2%
> O=c1[nH]c2ccc(Br)cc2o1
    14, -1, 1%
> O=C(O)CCC1(CCC(=O)O)CCCC(CCC(=O)O)(CCC(=O)O)C1=O
    7, 7, -3%
> O=c1[nH]c(Nc2ccccc2Cl)cc2ccccc12
    4, -11, 2%
> Cc1cccc(N2CCN(CC(O)COc3ccccc3)CC2)c1 (stereo not given)
    -2, 42, 0%
> COc1ccc2c(c1)c(CCNNC(=O)C(C)(C)C)c(C)n2C(=O)c1ccc(Cl)cc1
    4, 0, -6%
> C/C=C1\COC(C(=O)NCc2cccc(OC)c2OC)(C(F)(F)F)C=C1C=C1CCCCC1 (stereo not given)
    -17, -6, -3%
> Cc1ccc(-c2nnc(-c3cccc4ccccc34)o2)cc1
    0, -1, 10%
> CC1CNC(=S)N(c2ccc(F)cc2)C1=O (stereo not given)
    5, -9, 6%
> FC(F)(F)c1cccc(CN2CCN(c3ncccn3)CC2)c1
    21, -2, 0%
> COc1cccc(C2Nc3ccccc3C(=O)N2Cc2ccccc2)c1 (stereo not given)
    -24, 14, -2%
> COc1ccc(C2=C(C=O)Cc3ccccc3O2)cc1
    6, 0, 11%
> Cc1cccc(NC(=O)c2cccc([N+](=O)[O-])c2O)c1C
    11, 10, -5%
> CSCCC1NC(=O)C(C(C)=Nc2ccccc2)=C1O (stereo not given)
    -4, 2, -6%
> COC(=O)C1N[C@@H]([C@@H](NC(=O)COc2ccccc2)C(=O)NC2CC2)SC1(C)C (stereo not given in full)
    3, -6, -7%
> NC(=O)C1CCN(c2ccc3c(c2)S(=O)(=O)c2ccccc2C3=O)CC1
    12, -8, 3%
> O=C(c1ccc(NS(=O)(=O)c2cccc3cccnc23)cc1)N1CCOCC1
    2, -19, -2%

Three entries from above, ordered by the value under TCR act, ascending:
| Compound | TCR act |
| --- | --- |
| COC(=O)/C=C/c1cc(F)ccc1S(=O)(=O)NC(C)(C)C | -50% |
| O=C(NC(Cc1ccccc1)C(=O)N1CCN(S(=O)(=O)c2ccccc2)CC1)c1ccccc1 (stereo not given) | -30% |
| Cc1cccc(NC(=O)c2cccc([N+](=O)[O-])c2O)c1C | -5% |

Following part.
Fields: KCNH2 3.1 inh, KCNH2 WT inh, TCR act
> CCCCn1c(N)c(N(CC(C)C)C(=O)Cc2ccc(S(=O)(=O)N3CCOCC3)s2)c(=O)[nH]c1=O
    -39, 4, -10%
> COc1ccc(C(=O)c2c(-c3ccsc3)oc3ccc(-c4ccc(OC)cc4)cc23)cc1
    -10, -7, 7%
> COc1cc(C2C3=C(COC3=O)Oc3cc4c(cc32)OCO4)cc(OC)c1OC(C)=O (stereo not given)
    -4, 1, 1%
> N#CCCN(C(=O)COC(=O)c1cccc(S(=O)(=O)N2CCCCCC2)c1)c1ccc(F)cc1
    -2, -10, 7%
> Cc1ccc(NC(=O)COC(=O)c2ccc(OC(F)F)cc2)cc1S(=O)(=O)N1CCCCC1
    -8, 2, -2%
> Cn1cnc2c(ncn2C2OC(CO)C(O)C2O)c1=S (stereo not given)
    -12, 4, 2%
> COc1ccc2c(c1)C(=O)Cc1ccccc1O2
    6, 3, 0%
> C#CCNC(=O)C1=C[C@H](C)C[C@H](OCc2ccc(CO)cc2)O1
    21, -1, 3%
> Nc1cc(SCc2ccc(Cl)cc2Cl)ncn1
    -15, -7, -8%

From PubChem BioAssay

A portion of the library; rates above refer to the full screens.
